# UHRF1 binding: UHRF1 methylated DNA binding inhibitors, primary screen, counter-screen for MBD2 inhibitor project, biochemical, TR-FRET, human UHRF1, single concentration | AID 687016, 2013 | inhibition, % at 4.4 µM | actives 0.75% (n = 370,000) | UHRF1 binding to methylated oligo; in the data active = inhibition above about 21%;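 also: UHRF1 SRA domain binding a hemimethylated CpG hairpin DNA probe; 0% = median of test compound wells and 100% = reference inhibitor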
# Target sequence (Q96T88 whole entry, looked up, the tested form may be a part): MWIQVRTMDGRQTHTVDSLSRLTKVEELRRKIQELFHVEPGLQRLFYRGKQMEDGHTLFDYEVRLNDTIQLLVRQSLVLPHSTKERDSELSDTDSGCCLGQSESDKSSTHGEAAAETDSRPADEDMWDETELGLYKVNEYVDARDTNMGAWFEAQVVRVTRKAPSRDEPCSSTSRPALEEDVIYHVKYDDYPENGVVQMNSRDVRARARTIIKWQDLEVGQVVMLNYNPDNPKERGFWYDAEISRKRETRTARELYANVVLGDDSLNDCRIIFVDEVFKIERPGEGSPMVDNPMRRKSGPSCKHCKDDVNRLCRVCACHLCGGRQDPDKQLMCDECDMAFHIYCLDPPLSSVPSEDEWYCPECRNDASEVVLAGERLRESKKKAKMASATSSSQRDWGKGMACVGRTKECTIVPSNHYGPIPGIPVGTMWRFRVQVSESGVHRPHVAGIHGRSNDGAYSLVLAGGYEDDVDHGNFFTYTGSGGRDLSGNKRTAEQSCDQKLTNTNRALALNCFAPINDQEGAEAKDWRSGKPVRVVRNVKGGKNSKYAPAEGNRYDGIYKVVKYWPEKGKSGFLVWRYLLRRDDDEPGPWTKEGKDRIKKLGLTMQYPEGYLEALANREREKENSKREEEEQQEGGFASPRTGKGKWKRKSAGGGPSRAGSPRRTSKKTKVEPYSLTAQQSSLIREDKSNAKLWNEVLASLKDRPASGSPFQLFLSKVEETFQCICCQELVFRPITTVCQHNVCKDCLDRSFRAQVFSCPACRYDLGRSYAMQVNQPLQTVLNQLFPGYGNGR
# TCR CD3 inh: inhibitors of human TCR-CD3 interaction, primary screen, biochemical, fluorescence, TAMRA-labeled TCR probe; inhibition, % at 9.4 µM; T-cell receptor (TCR); AID 651800, 2012; actives 0.37% (n = 360,000); in the data active = inhibition above about 19%;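 also: recombinant mutant TCR 2C K166C tagged with TAMRA read by polarization; 0% = receptor in buffer alone and 100% = receptor with positive control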
# Tn6 DDE FP: inhibitors of Tn6 peptide binding to fibrin DD(E), primary screen, biochemical, fluorescence polarization, human fibrin, Tn6 probe; Fibrinogen beta chain (Homo sapiens), P02675; Fibrin DD(E) TRITC-Tn6 fluorescence polarization displacement; inhibition, % at 8.3 µM; actives 0.21% (n = 370,000);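 active = inhibition above a per-campaign cutoff: mean of compounds within control limits plus 3 SD, cut at about 15% in these data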;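 also: 0% = median of all compound wells on the plate and 100% = blocking peptide control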
# SIAE inh: human SIAE inhibitors, primary screen, biochemical, fluorescence polarization, FP-Rh probe, 1536-well HTS. SIAE FP-Rh probe binding. inhibition, % at 9.66 µM. actives 0.69% (n = 370,000);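 active = inhibition above a cutoff: mean of compounds within the control limits plus 3 SD of those, cut at about 17% in these data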;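 also: 0% = plate median of compound wells and 100% = probe without SIAE protein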
# proKLK7 act: proKLK7 zymogen activators, primary screen, biochemical, fluorescence intensity; activation, % at 7 µM; purified proKLK7, EDANS-DABCYL substrate fluorescence; 100% is mature enzyme control, 0% vehicle; actives 0.9% (n = 370,000); Kallikrein-7 (Homo sapiens), P49862;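 active = activation above the mean of all tested compounds plus 3 SD, computed per campaign excluding outliers beyond control limits, cut at about 13% in these data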
# DDE Tn7 FP inh: inhibitors of Tn7 peptide binding to fibrin DD(E), primary screen, biochemical, fluorescence polarization, human fibrin, Tn7 probe; inhibition, % at 8.3 µM; actives 0.13% (n = 370,000); Fibrinogen beta chain (Homo sapiens), P02675; FP displacement of FITC-Tn7 peptide from fibrin DD(E); 0% = median of compound wells per plate;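 active = inhibition above the mean of compounds falling within the control limits plus 3 SD of them, cut at about 14% in these data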;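 also: 0% = plate median of compound wells and 100% = 10 µM Aha-Tn7 peptide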
#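 Assay system: Fibrin-DD(E) protein isolated from polymerized human fibrin clots; read-out basis: percent inhibition; medium: Tris/NaCl/CaCl2 buffer, pH 7.8; signal: FP measurement; incubation: 10 min plus 3 h, room temperature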
# PRMT1 FP inh: PRMT1 methyltransferase inhibitors, primary screen, biochemical, fluorescence polarization; recombinant PRMT1, activity-based probe fluorescence polarization; inhibition, % at 2.79 µM; actives 1.3% (n = 370,000);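 active = inhibition above about 21% made by adding two undisclosed values, limit read from the data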
# MBD2 DNA inh: inhibitors of MBD2 binding to methylated DNA, primary screen, biochemical, TR-FRET, DNA-binding domain, human | Methyl-CpG-binding domain protein 2 (Homo sapiens), Q9UBB5 | MBD2 binding to methylated oligonucleotide | inhibition, % at 4.4 µM | actives 0.31% (n = 370,000) | AID 686964, 2013; in the data active = inhibition above about 13%
# TDP2 absorb: human TDP2 enzyme inhibitors, primary screen, biochemical, epi absorbance, recombinant enzyme | Tyrosyl-DNA phosphodiesterase 2 (Homo sapiens), O95551 | T5PNP hydrolysis, p-nitrophenol absorbance 415 nm | inhibition, % at 12.8 µM | actives 0.34% (n = 370,000) | AID 720702, 2013;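 active = inhibition above the mean of all tested compounds plus 3 SD, set per campaign, cut at about 25% in these data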;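 also: 0% = DMSO with enzyme and 100% = buffer with substrate but no TDP2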
#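 System – recombinant human TDP2 · Amount – 120 nM TDP2 per well · Buffer or medium – Mg2+-containing Tris-HCl buffer, pH 7.5 · Reagent – T5PNP substrate, 5 mM · Dosing – 12.8 µM single point, 1% DMSO · Incubation – 2 h at 37 °C · Measured by – epi absorbance · Read-out basis – percent inhibition · Benchmarks – high control without enzyme, low control DMSO plus TDP2 · Repeats – singlicate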
# LEDGF integ inh: blockers of LEDGF/p75-dependent integrase strand transfer – biochemical, TR-FRET, high throughput, primary screen | inhibition, % at 3.7 µM | TR-FRET IN-LEDGF/p75 DNA integration, Eu/Cy5 | actives 0.64% (n = 370,000) | AID 743269, 2014 | HIV-1 integrase (with human LEDGF/p75);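 active = inhibition above the screen-wide mean plus 3 SD, cut at about 13% in these data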;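 also: signal is the Cy5 over europium emission ratio at 671 and 618 nm; 0% = plate median of compound wells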
# * = called active by the depositor.
# Under each structure – UHRF1 binding | TCR CD3 inh | Tn6 DDE FP | SIAE inh | proKLK7 act | DDE Tn7 FP inh | PRMT1 FP inh | MBD2 DNA inh | TDP2 absorb | LEDGF integ inh
(1) CCN1CCN(c2ccc(NC(=O)COc3ccc(Cl)cc3C)cc2)CC1
 : 11.2 | 8.8 | -0.4 | 4.2 | 0.7 | -4.0 | 1.4 | 3.2 | 5.5 | 3.3
(2) Cc1cc(NCCN2CCOCC2)n2ncc(-c3ccccc3)c2n1
 : -1.2 | 1.9 | -1.5 | 2.9 | -0.2 | -5.5 | -4.8 | -4.1 | 1.8 | 3.6
(3) CC1Cc2ccccc2N1S(=O)(=O)c1cccc(C(=O)N2Cc3ccccc3CC2C(N)=O)c1 (stereo not drawn)
 : -3.2 | 2.2 | -1.1 | -3.3 | 0.9 | 2.1 | -0.5 | -2.0 | -3.8 | -1.6
(4) C/C(Cc1ccccc1)=N\NC(=O)CNC(=O)c1ccc(Br)cc1
 : -2.9 | 0.5 | -0.1 | 9.4 | 0.2 | 0.8 | -6.0 | 4.2 | 8.8 | -1.5
(5) Cc1nc2nc(C)n(CCN3CCOCC3)c(=O)c2c(-c2cccc([N+](=O)[O-])c2)c1C(=O)CCCCCCCCCCN1CCC(c2ccccc2)(c2ccccc2)CC1
 : 0.5 | 3.3 | -2.5 | 9.0 | 0.2 | 4.4 | 0.4 | -6.2 | -10.2 | -2.8
(6) Cc1onc(-c2ccncc2)c1C(=O)O
 : -2.9 | 7.4 | 6.7 | -0.4 | -0.1 | 3.6 | -2.0 | -5.5 | -8.7 | -4.5
(7) COc1ccc(CNc2nc3nc4c(c(=O)n3[nH]2)CCC4)cc1
 : 1.7 | 2.7 | 5.9 | 1.4 | 0.2 | -3.2 | 1.7 | 2.1 | -8.9 | 0.8
(8) COc1ccc(C(=O)Nc2ccc(C(F)(F)F)n(C)c2=O)cc1
 : 0.0 | 0.0 | 4.0 | -1.2 | -0.6 | -1.3 | -0.6 | -0.6 | 12.6 | 1.2
(9) CCO[C@@H]1OC(C(N)=O)=C[C@H](C(C)(C)C)[C@H]1CCCO
 : -1.0 | -2.2 | 3.0 | 4.0 | -0.2 | 3.8 | -1.0 | -7.3 | -5.6 | -0.3
(10) CC(=O)c1cn(CCOc2ccc(F)cc2)c2ccccc12
 : 6.3 | 2.2 | 0.5 | -6.1 | 0.1 | 0.8 | 4.9 | 5.0 | -16.9 | -0.8
(11) CC1CCN(c2oc(-c3ccco3)nc2S(=O)(=O)c2ccccc2)CC1
 : 1.1 | -5.0 | 7.7 | -2.4 | 0.3 | 3.4 | 2.1 | 5.3 | 7.7 | -3.3
(12) Cc1ccc(C)c(NC(=O)CN(C)C(=O)c2ccccc2OCc2ccc(Cl)cc2)c1
 : 2.4 | 4.2 | 3.1 | 1.7 | 0.1 | -0.3 | 4.3 | 5.1 | -4.3 | -2.3
(13) Cc1ccc(N2CC(C(=O)Nc3ccc4c(c3)OCCO4)CC2=O)cc1C (stereo not drawn)
 : 2.0 | -4.2 | 3.6 | 1.8 | -0.1 | 4.0 | 3.0 | 2.7 | -2.6 | -4.3
(14) CCOc1ccccc1N1CC(C(=O)NNC(=O)c2cc(OC)c(OC)c(OC)c2)CC1=O (stereo not drawn)
 : 0.0 | 0.8 | -3.6 | 6.6 | -0.1 | 0.3 | 5.4 | -1.3 | 8.7 | -2.8
(15) CCOC(=O)c1sc(NC(=O)Nc2ccc(F)cc2)nc1C
 : 2.8 | 2.2 | -8.4 | -10.2 | -0.6 | 0.3 | 4.1 | 10.2 | 10.6 | 0.9

# Gathered by group: those above with four or more nitrogen atoms.
# Under each structure – UHRF1 binding | TCR CD3 inh | Tn6 DDE FP | SIAE inh | proKLK7 act | DDE Tn7 FP inh | PRMT1 FP inh | MBD2 DNA inh | TDP2 absorb | LEDGF integ inh
(2) Cc1cc(NCCN2CCOCC2)n2ncc(-c3ccccc3)c2n1
 : -1.2 | 1.9 | -1.5 | 2.9 | -0.2 | -5.5 | -4.8 | -4.1 | 1.8 | 3.6
(5) Cc1nc2nc(C)n(CCN3CCOCC3)c(=O)c2c(-c2cccc([N+](=O)[O-])c2)c1C(=O)CCCCCCCCCCN1CCC(c2ccccc2)(c2ccccc2)CC1
 : 0.5 | 3.3 | -2.5 | 9.0 | 0.2 | 4.4 | 0.4 | -6.2 | -10.2 | -2.8
(7) COc1ccc(CNc2nc3nc4c(c(=O)n3[nH]2)CCC4)cc1
 : 1.7 | 2.7 | 5.9 | 1.4 | 0.2 | -3.2 | 1.7 | 2.1 | -8.9 | 0.8

# Further records
# Under each structure – UHRF1 binding | TCR CD3 inh | Tn6 DDE FP | SIAE inh | proKLK7 act | DDE Tn7 FP inh | PRMT1 FP inh | MBD2 DNA inh | TDP2 absorb | LEDGF integ inh
(16) COc1ccc(CN(C(=O)Cn2nnc3ccccc32)C(C(=O)NC(C)(C)C)c2ccco2)cc1 (stereo not drawn)
 : -5.1 | -5.1 | -4.2 | 6.8 | 0.1 | -4.3 | -3.4 | 2.8 | 10.4 | -3.0
(17) COC(=O)/C(N=Nc1cccc(C(F)(F)F)c1)=C(\C)O
 : -0.3 | -1.2 | 0.5 | -5.6 | 0.6 | 7.2 | 0.2 | -0.9 | -5.0 | -0.8
(18) CC(C)(CNC(=O)Cc1ccc(Cl)cc1Cl)N1CCCCC1
 : 2.1 | -6.8 | -1.1 | 1.8 | 0.6 | -1.1 | 0.7 | -2.1 | -3.0 | -6.6
(19) Nc1ncnc2c1ncn2Cc1ccccc1
 : 2.2 | -5.3 | 2.5 | -5.7 | -0.3 | 4.3 | 3.2 | 1.6 | 1.1 | 1.5
(20) CCOc1ccc(CCN2C(=O)C(=O)N([C@@H](Cc3ccccc3)CN3CCC[C@H]3CN3C(=O)C(=O)NC[C@@H]3Cc3ccc(O)cc3)C[C@@H]2CC(C)C)cc1
 : 15.2 | 4.2 | -3.0 | 4.7 | 0.1 | -0.7 | -2.0 | 1.9 | -1.5 | 5.9
(21) CCC(Sc1ccc2nnc(-c3ccc(F)cc3)n2n1)C(=O)OC (stereo not drawn)
 : 5.5 | 3.0 | 6.0 | 6.3 | 0.6 | -3.0 | 3.2 | 1.5 | 5.0 | -1.5

# Numbers 16 to 17, reprinted for reference:
# Under each structure – UHRF1 binding | TCR CD3 inh | Tn6 DDE FP | SIAE inh | proKLK7 act | DDE Tn7 FP inh | PRMT1 FP inh | MBD2 DNA inh | TDP2 absorb | LEDGF integ inh
(16) COc1ccc(CN(C(=O)Cn2nnc3ccccc32)C(C(=O)NC(C)(C)C)c2ccco2)cc1 (stereo not drawn)
 : -5.1 | -5.1 | -4.2 | 6.8 | 0.1 | -4.3 | -3.4 | 2.8 | 10.4 | -3.0
(17) COC(=O)/C(N=Nc1cccc(C(F)(F)F)c1)=C(\C)O
 : -0.3 | -1.2 | 0.5 | -5.6 | 0.6 | 7.2 | 0.2 | -0.9 | -5.0 | -0.8

# Screening results deposited in PubChem by The Scripps Research Institute Molecular Screening Center.
